Compound activity deposited in PubChem by The Scripps Research Institute Molecular Screening Center.
MITF inh: inhibitors of human MITF | 650,000 compounds, 0.91% hits | O75030 | inhibition, % at 2.6 µM | AlphaScreen MITF homodimerization, bead proximity signal; in the data active = inhibition above about 50%;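 also: 0% = vehicle wells with protein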
Target sequence (O75030 whole entry, looked up): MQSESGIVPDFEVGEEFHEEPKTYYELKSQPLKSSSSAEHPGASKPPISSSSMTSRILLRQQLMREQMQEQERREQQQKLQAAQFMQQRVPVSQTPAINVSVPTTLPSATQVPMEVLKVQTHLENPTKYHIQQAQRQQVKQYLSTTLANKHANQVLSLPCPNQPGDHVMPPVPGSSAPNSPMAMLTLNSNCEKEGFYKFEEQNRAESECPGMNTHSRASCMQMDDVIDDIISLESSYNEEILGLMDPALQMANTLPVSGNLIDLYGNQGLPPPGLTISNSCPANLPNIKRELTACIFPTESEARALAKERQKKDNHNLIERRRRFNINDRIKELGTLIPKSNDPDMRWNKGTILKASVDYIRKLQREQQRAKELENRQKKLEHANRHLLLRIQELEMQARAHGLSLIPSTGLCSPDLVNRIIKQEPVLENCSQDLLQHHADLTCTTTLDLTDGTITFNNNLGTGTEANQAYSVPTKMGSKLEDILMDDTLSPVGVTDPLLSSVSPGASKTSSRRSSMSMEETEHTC
GPR151 activ: human GPR151 activation. Q8TDV0. PathHunter beta-arrestin GPR151 cells, luminescence. activation, % at 11.2 µM. 650,000 compounds, 1% hits; in the data active = activation above about 4.9%;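 also: 0% = median of compound wells and 100% = cells with positive control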
Target sequence (Q8TDV0 whole entry, looked up): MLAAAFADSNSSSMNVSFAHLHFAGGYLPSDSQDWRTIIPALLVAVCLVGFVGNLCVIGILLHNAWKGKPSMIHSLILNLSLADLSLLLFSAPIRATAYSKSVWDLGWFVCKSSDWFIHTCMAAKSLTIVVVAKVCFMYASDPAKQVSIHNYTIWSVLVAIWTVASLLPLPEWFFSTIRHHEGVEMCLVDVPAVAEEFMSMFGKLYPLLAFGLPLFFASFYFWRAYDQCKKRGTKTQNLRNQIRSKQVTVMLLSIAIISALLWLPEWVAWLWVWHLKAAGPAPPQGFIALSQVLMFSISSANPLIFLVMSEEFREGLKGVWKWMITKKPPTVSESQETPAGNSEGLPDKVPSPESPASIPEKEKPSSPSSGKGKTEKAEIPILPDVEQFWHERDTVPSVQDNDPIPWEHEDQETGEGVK
FBW7 activator: activators of human E3 ligase FBW7. Q969H0. AlphaScreen FBW7–phospho-cyclin E peptide binding, activator screen. normalized activity (activation), % at 26.1 µM. 650,000 compounds, 0.13% hits. AID 1259310; in the data active = normalized activity above about 1.9%;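 also: purified mutant Fbw7 with reduced substrate affinity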
TEAD-YAP inh: TEAD-YAP interaction inhibition | 640,000 compounds, 1.4% hits | HEK-TIYL cells, TEAD-Gal4/YAP UAS-luciferase luminescence | inhibition, % at 9.12 µM; in the data active = inhibition above about 32%;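 also: 0% = median of test compound wells and 100% = reference inhibitor wells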
An asterisk follows results filed as active; & = joins results of further samples. Rows were taken by chance (roughly 3.4% active in at least one column).

canonical_smiles	MITF inh	GPR151 activ	FBW7 activator	TEAD-YAP inh
COc1cc(-n2cnc3cc(C(=O)NCC4CCCO4)ccc32)cc(OC)c1OC (stereo not given)	5	0.4	0.6	-33
COc1cccc(NC(=S)N2CCC(N(C)CC3CCCO3)CC2)c1 (stereo not given)	1	0.6	-0.1	-3
CCOc1cc(C=O)c(Cl)cc1OC(C)C	8	-0.5	0.9	-6
Nc1c(-c2nc(-c3ccc(Cl)cc3)no2)nnn1-c1ccc(F)cc1F	-6	-2.5	0.0	2
COc1c(C)cc(Br)cc1C(=O)Nc1ccc(S(N)(=O)=O)cc1	20	0.7	0.1	-4
O=c1c2ccccc2nc(SCc2ccccc2Cl)n1CCC1=CCCCC1	8	2.1	0.7	5
O=C(O)CCC(=O)NN=C(c1ccccc1)c1ccccc1	-8	0.0	0.0	2
COc1ccc(NS(=O)(=O)c2cc(C(=O)N3CCCC(O)C3)ccc2Cl)cc1 (stereo not given)	1	-0.7	0.0	1
CN(C)c1ccc(CCNS(=O)(=O)c2cccc(F)c2)cc1	-5	1.2	-0.4	-7
CC1Cc2ccccc2N1S(=O)(=O)c1cccc(C(=O)Nc2nn[nH]n2)c1 (stereo not given)	3	-0.8	0.2	-3
Cc1cccc(-c2noc(CNC(=O)c3cccc(Br)c3)n2)c1	0	2.1	0.1	1
CCCNS(=O)(=O)c1ccc(CCC(=O)Nc2cccc(C(F)(F)F)c2)cc1	8	2.4	0.0	14
CC1(C(=O)Nc2ccc(OCC(=O)N3CCOCC3)cc2)CC1(Cl)Cl (stereo not given)	11	-0.3	0.2	1
CN(C)S(=O)(=O)c1cccc(C(=O)OCC(=O)c2ccc(-c3ccccc3)cc2)c1	-5	-1.3	0.1	-12
COc1ccc(S(=O)(=O)N(C)Cc2cc([N+](=O)[O-])cc3c2OCOC3)cc1	-2	-1.0	0.0	-1
CC(Sc1nnc(C(F)(F)F)n1C)C(=O)Nc1ccc(F)c(F)c1F (stereo not given)	-2	0.5	-0.1	-6
COc1cc(C(=O)N(CC#N)CC#N)cc(OC)c1OC	14	3.3	0.2	-6
Cc1cccc(OCC(=O)N/N=C\c2cccn2C)c1C	-2	1.8	0.0	3
O=C(Nc1ccccc1O)c1ccco1	7	-0.3	0.8	-13
COCc1cc(C(C)=O)ccc1OCC(=O)Nc1ccc(NC(C)=O)cc1	8	-1.3	0.8	10
COc1ccc(NC(=O)CSc2nc3c(=O)n(C)c(=O)n(C)c3n2C)cc1OC	0	1.4	0.1	8
O=C([C@@H]1C[C@H](Sc2ccc(F)cc2)CN1Cc1ccccc1Cl)N1CCOCC1	2	-1.7	-0.1	3
CCOC(=O)c1cnc2c(OC)cccc2c1Nc1ccc(CC)cc1	11	0.1	0.1	-2
CCNc1cc(NCCNC(=O)Nc2ccccc2F)nc(C)n1	-9	4.2	-0.4	-7
Fc1cccc(Nc2nc(-c3ccncc3)nc3ccccc23)c1	11	-0.3	0.6	11
N#Cc1ccccc1NC(=O)CSc1ccc([N+](=O)[O-])cn1	23	-1.3	0.0	11
COc1ccc(-c2nc(NCCO)c3ncn(Cc4ccc(C(F)(F)F)cc4)c3n2)cn1	4	3.7	-0.1	-7
CN(C)c1ccc(C(CNC(=O)Nc2cccs2)N(C)C)cc1 (stereo not given)	9	-0.5	-0.2	-9
CC(=O)Nc1cnc(NC(=O)c2ccccc2F)cc1C	-2	-1.2	0.0	-18
COc1cc2c(cc1OC)C(C(=O)Nc1ccc(F)cc1)C(c1cccs1)N(C)C2=O (stereo not given)	2	0.4	0.2	1
Cc1ccc(N=Cc2ccccc2O)c(O)c1	-78	0.7	0.0	-9
O=c1c2ccccc2nc(SCc2cccnc2)n1CC1COc2ccccc2O1 (stereo not given)	-1	0.5	-0.1	-7
O=C(COc1ccc(Cl)cc1)NNC(=O)c1cccc([N+](=O)[O-])c1	30	-0.3	0.5	9
Cn1c(N)c(S(=O)(=O)NCc2ccc(F)cc2)c(=O)n(C)c1=O	10	-0.4	1.7	1
O=C(Nc1ncc(Cc2ccc(Br)cc2)s1)c1ccccc1Cl	23	0.2	0.8	4
Cc1ccc(CN(Cc2ccc(C(=O)NO)cc2)S(=O)(=O)c2ccccc2)cc1	-2	-0.4	-0.2	-4
CCOC(=O)c1ccc(-c2c(C)oc3cc(OC(C)=O)c(CC)cc3c2=O)o1	14	-0.3	0.5	11
CC1(C)CC(NC(=O)c2cc3ccccc3oc2=O)CC(C)(C)N1	2	-0.9	0.4	-1
CC(C)C(=O)NCCc1nnc2n1CCN(Cc1ccc(N3CCCC3)cc1)CC2	3	0.0	0.1	6
Cc1ccc(-c2ccc(OCCNC(=O)c3cc(C)cc(C)c3)nn2)cc1	15	-1.0	0.1	-5
Brc1ccc(-c2ncc3ccccn23)cc1	19	-1.3	-0.1	-61
CC(C)(C)C1CC=C2C(C#N)=C(N)C(C#N)(C#N)C(c3cccc(Cl)c3)C2C1 (stereo not given)	-3	1.7	-0.1	-6
O=C(Nc1ccc(NC(=O)c2cc(Br)ccc2I)cc1)c1ccc(Cl)cc1Cl	8	1.6	0.2	3
COc1ccc2oc(=O)c(N(C)S(=O)(=O)c3ccc(C)cc3)cc2c1	15	5.1*	0.2	2
CCC(=O)Nc1nc2cc3nc(NC(=O)CC)sc3cc2s1	-19	-1.3	0.8	-43
CCOc1ccc(/C=C2/NC(=O)N(c3ccccc3)C2=O)cc1Br	9	-1.4	0.0	-5
COc1cc(NS(=O)(=O)c2cc(Cl)ccc2Cl)c2ncccc2c1	9	-1.7	-0.2	5
CCCCNc1ccc2cccc(O)c2n1	46	-2.3	-0.5	-2
NC(=O)CSc1nnc2c(n1)[nH]c1ccccc12	7	-1.1	-0.1	-43
CCC(C)(C)c1ccc(OCCCC[n+]2cccc(C)c2C)c(C(C)(C)CC)c1	-15	1.0	0.1	88*
Cc1ccc2c(NC(=O)c3ccc(Cl)cc3)noc2n1	-6	7.1*	0.1	-30
Cn1c(=O)c2c(nc(Cl)n2CC(=O)NCc2ccccc2)n(C)c1=O	15	6.5*	0.2	12
COc1ccccc1C(=O)Nc1ccnn1C1CCN(Cc2cccc(OC)c2O)CC1	8	-0.7	0.0	-9
CNc1cc([N+](=O)[O-])ccc1N/C=C\C(=O)c1ccc(OC)cc1OC	16	5.8*	0.0	-20
Cc1cccnc1CN1CCN(C(=O)Cn2nnnc2CN(C)C(C)C)CC1	10	-1.1	0.0	5
Cn1c(N2CCC(C(=O)Nc3ccc(N4CCOCC4)cc3)CC2)nc2ccccc21	15	-0.1	0.0	-10

(next part)
canonical_smiles	MITF inh	GPR151 activ	FBW7 activator	TEAD-YAP inh
CCC1CN(CC(=O)NCc2ccccc2C)Cc2cc(OC)ccc2O1 (stereo not given)	11	4.4	-0.1	-1
COc1cc(OC)cc(C(=O)NC(C)c2ccc(Br)cc2)c1 (stereo not given)	-2	3.9	0.2	-2
CCOC(=O)C(CC)Sc1nnc(NC(=O)c2ccc3c(c2)OCO3)s1 (stereo not given)	-5	1.7	0.0	-1
CC1CN(S(=O)(=O)c2ccc(NC(=O)c3ccco3)cc2)CC(C)O1 (stereo not given)	-1	1.3	-0.1	-5
Cc1ccc(S(=O)(=O)N(CC(=O)N2CCOCC2)CC(=O)N2CCOCC2)cc1	-14	6.6*	-0.1	-9
CCOC(=O)C1=C(C)NC(=O)NC1c1ccc(-c2ccc(Cl)c(Cl)c2)o1 (stereo not given)	-2	-0.3	-0.2	-22
Oc1cc2c(c(Cl)c1O)CCNCC2c1ccccc1 (stereo not given)	6&-6	-0.8&0.4	-0.1&0.0	16
Cc1ccc(NC(=O)C2C3C=CC4(O3)C2C(=O)N(CCCN2CCN(Cc3ccccc3)CC2)C4C(=O)NC2CCCCC2)cc1Cl (stereo not given)	-3	0.6	-0.1	0

Part of the list above, set out differently.
molecule: Oc1cc2c(c(Cl)c1O)CCNCC2c1ccccc1 (stereo not given)
  MITF inh: 6&-6
  GPR151 activ: -0.8&0.4
  FBW7 activator: -0.1&0.0
  TEAD-YAP inh: 16
molecule: COc1cc(OC)cc(C(=O)NC(C)c2ccc(Br)cc2)c1 (stereo not given)
  MITF inh: -2
  GPR151 activ: 3.9
  FBW7 activator: 0.2
  TEAD-YAP inh: -2
molecule: CCC1CN(CC(=O)NCc2ccccc2C)Cc2cc(OC)ccc2O1 (stereo not given)
  MITF inh: 11
  GPR151 activ: 4.4
  FBW7 activator: -0.1
  TEAD-YAP inh: -1

Next structures.
canonical_smiles	MITF inh	GPR151 activ	FBW7 activator	TEAD-YAP inh
CC(C)c1ccc(C(=O)CC2(O)C(=O)Nc3ccc(Br)cc32)cc1 (stereo not given)	4	-1.3	0.1	4
CC(=O)Nc1ccc(NC(=S)NC(=O)CC(C)C)cc1	9	0.5	0.1	-48
COc1ccc(O)c(CN2CCC(CO)(Cc3ccccc3)CC2)c1	19	-1.1	0.2	-4
O=C(CCN1C(=O)c2cccc([N+](=O)[O-])c2C1=O)Oc1ccc(F)cc1	3	-1.6	0.3	-5
O=C(Nc1ccc2ccccc2c1)NC1CCCCC1	-35	-0.1	0.1	-77
CSc1ccc(C2Nc3ccccc3NC3=C2C(=O)CCC3)cc1 (stereo not given)	-2	1.1	0.0	-15
FC(F)(F)c1ccc(Cn2cnc3c(Nc4ccc(N5CCOCC5)cc4)nc(-c4csc5ccccc45)nc32)cc1	7	-0.2	0.4	3
CNc1cc(NC)c2ncnc3c2c1C(=O)c1ccccc1-3	21	-1.6	0.3	-7
NC(=O)c1ccc(NC(=O)c2ccccc2F)cc1	6	-4.6	0.0	-39
Cc1ccc(-c2csc3ncnc(N4CCC(C(N)=O)CC4)c23)cc1	-8	0.0	-0.2	7
COc1ccc2c(COC(=O)CCc3nc4ccccc4s3)cc(=O)oc2c1	-2	-0.3	0.1	7
CCc1ccc(N2CC(C(=O)Nc3cccc(C(=O)O)c3)CC2=O)cc1 (stereo not given)	22	-1.7	0.7	4
COc1ccc(NS(=O)(=O)c2cccc3c(S(=O)(=O)Nc4ccc(OC)cc4OC)cccc23)c(OC)c1	3	4.3	0.0	0
O=C(/C=C/c1ccc(Cl)cc1)NC1CC1	-5	-1.8	-0.1	-40
CC(=O)N1CCc2c(sc3nc(SCC(N)=O)n(-c4ccccc4)c(=O)c23)C1	3	0.1	0.1	2
CCOc1cc(/C=C2\Oc3ccc(C(=O)OC)cc3C2=O)ccc1O	-2	-0.2	-0.1	-7
Cc1[nH]c(=O)[nH]c(=O)c1[N+](=O)[O-]	-1	-1.0	-0.1	-3
C(=C\c1nn2c(-c3ccncc3)nnc2s1)/c1ccccc1	13	-0.4	-0.1	-6
CN(C(=O)CSc1nc2c(c(=O)[nH]1)CCC2)c1ccccc1	18	0.1	0.9	11
COc1ccc(NC(=O)Cc2nc3ccccc3[nH]2)cc1	3	18*	-0.1	38*
COc1ccc(CC(=O)NNC(=O)c2cccs2)cc1	-10	-0.1	0.1	-6
C=CCN1C(=S)N(c2ccc(Cl)cc2)C(=O)C1CC(=O)Nc1ccc(OC)cc1 (stereo not given)	7	-1.9	0.4	10
Cc1ccccc1C(NC(=O)COc1ccc(N2CCCC2)nn1)c1ccncc1 (stereo not given)	8	3.1	0.1	-5
CCOc1ccc2c(c1)c(=O)c(C(=O)c1ccc(F)cc1)cn2CC(=O)Nc1ccc(CC)cc1	10	-0.9	0.0	2

A draw from above in order of heavy-atom count, largest number first.
canonical_smiles	MITF inh	GPR151 activ	FBW7 activator	TEAD-YAP inh
Cc1ccccc1C(NC(=O)COc1ccc(N2CCCC2)nn1)c1ccncc1 (stereo not given)	8	3.1	0.1	-5
COc1ccc(CC(=O)NNC(=O)c2cccs2)cc1	-10	-0.1	0.1	-6
Cc1[nH]c(=O)[nH]c(=O)c1[N+](=O)[O-]	-1	-1.0	-0.1	-3

The list continues:
canonical_smiles	MITF inh	GPR151 activ	FBW7 activator	TEAD-YAP inh
COc1ccc2nc(C)cc(Nc3cc(C)ccc3C)c2c1	7	0.0	0.0	14
CCCOc1ccc(/C(O)=C2/C(=O)C(=O)N(CCN3CCOCC3)C2c2ccc(Br)cc2)cc1C (stereo not given)	7	-0.7	0.0	-3
Cc1c(C(=O)NCc2ccccn2)oc2ccccc12	-3	-0.2	-0.1	-4
CCCCOc1ccc(C2=N/C(=C\c3ccc(Cl)c(Cl)c3)C(=O)O2)cc1	0	-0.2	0.1	-3
CCN(CC)S(=O)(=O)c1ccc(NC(=O)CCCN2C(=O)c3ccccc3C2=O)cc1	6	3.1	0.3	-4
C/C(CC(=O)Nc1ccc(Cl)cc1Cl)=N\NC(=O)C(=O)NC1CCCCC1	-7	1.0	0.1	-12
COc1cc2nc(NCc3ccccc3Cl)n3nc(-c4cccnc4)nc3c2cc1OC	3	-0.4	-0.2	-12
CC(C)(C)n1nc2c(c1NC(=O)C1(c3ccc(Cl)cc3)CCCC1)CSC2	-4	0.7	0.0	13
CCC(C)NS(=O)(=O)c1ccc(Br)cc1 (stereo not given)	8	0.5	0.3	-5
O=C(NC1CCCc2c1cnn2-c1ccc(F)cc1F)c1ccsc1 (stereo not given)	1	-0.9	0.0	9
CC(C)(C)C(=O)/C=C1\NCCN\C1=C/C(=O)C(C)(C)C	7	-0.8	-0.1	0
O=C(Nc1nc(-c2cccs2)c(C(=O)C(F)(F)F)s1)c1ccc(S(=O)(=O)N2CCCC2)cc1	-20	1.1	-0.1	1
C=CCOc1ccc2c(C)cc(=O)oc2c1C(C)=O	-7	-1.8	-0.1	-2
COC(=O)c1ccc(C(=O)N=c2sc3ccccc3n2C)cc1	4	-2.1	0.0	-30
